# Source: PubChem (several laboratories)
# RBBP9 inhibitor: blocks human serine hydrolase RBBP9 | O75884 | recombinant RBBP9, FP-Rh probe fluorescence polarization | inhibition, % at 7.94 µM | actives 0.2% (n = 220,000) | AID 1515;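 active means inhibition above the campaign mean of all tested compounds plus 3 SD, cut at about 14% in these data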;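 further: plate controls were DMSO wells with RBBP9 for no effect and wells lacking RBBP9 protein for full effect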
# Target sequence (O75884 whole entry, looked up): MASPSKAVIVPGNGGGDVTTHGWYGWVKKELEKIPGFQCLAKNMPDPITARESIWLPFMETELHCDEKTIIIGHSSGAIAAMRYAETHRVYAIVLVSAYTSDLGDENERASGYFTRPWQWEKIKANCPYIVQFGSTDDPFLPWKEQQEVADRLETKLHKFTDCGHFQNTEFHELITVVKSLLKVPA
#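 System: RBBP9 protein | Quantity: 2.5 µM RBBP9 dispensing solution, before mixing | Reagent: FP-Rh probe, 375 nM dispensing solution | Timing: Enzyme-compound preincubation 30 min, then probe labeling 45 min, 25 °C | Measured by: Fluorescence polarization | Read-out: % inhibition | Replication: One well per compound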
# TbHK1 inh: blocks Trypanosoma brucei hexokinase 1 activity. recombinant TbHK1, G6PDH-coupled NADH A340. inhibition, % at 10 µM. actives 0.11% (n = 220,000). AID 1430;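 active means inhibition of 50% or more in the single-dose primary screen; inactive means inhibition below 50%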
# Ba/F3 V617F tox: lowers viability of Ba/F3 cells expressing EpoR and JAK2V617F. inhibition, % at 5.6 µM. ATP luminescence. actives 1.1% (n = 220,000);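 active means inhibition above the campaign mean plus 3 SD over all tested compounds, cut at about 24% in these data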;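 further: cytokine-independent growth of Ba/F3 cells driven by EpoR plus mutant JAK2; 0% = DMSO-treated cells and 100% = JAK inhibitor I control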
# EP2 antag: EP2 receptor (human) inhibition; P43116; C6 glioma cells expressing human EP2, cAMP TR-FRET; cells stimulated with saturating PGE2; inhibition, % at 25 µM; actives 0.52% (n = 260,000); AID 1422;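 active means percent inhibition above 40 after rounding to a whole number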;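 further: rat C6 glioma host cells with rolipram phosphodiesterase inhibitor present; the protocol text gives 20 µM as final concentration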
# BaF3 tox: reduces parental Ba/F3 cell viability, JAK2V617F counter-screen; inhibition, % at 5.6 µM; CellTiter-Glo ATP luminescence; actives 1.1% (n = 220,000);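 active means inhibition above a per-campaign cutoff, the mean inhibition of all tested compounds plus 3 SD, cut at about 27% in these data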;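 further: 0% = DMSO wells and 100% = JAK Inhibitor I control wells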
# p97 inhibitor: blocks human p97 ATPase activity; P55072; recombinant p97 ATPase, Kinase-Glo ATP luminescence, 3 h; inhibition, % at 8 µM; actives 0.42% (n = 220,000); AID 1481; in the data active means inhibition above about 15%;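 further: 0% = DMSO vehicle and 100% = wells lacking enzyme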
# Target sequence (P55072 whole entry, looked up): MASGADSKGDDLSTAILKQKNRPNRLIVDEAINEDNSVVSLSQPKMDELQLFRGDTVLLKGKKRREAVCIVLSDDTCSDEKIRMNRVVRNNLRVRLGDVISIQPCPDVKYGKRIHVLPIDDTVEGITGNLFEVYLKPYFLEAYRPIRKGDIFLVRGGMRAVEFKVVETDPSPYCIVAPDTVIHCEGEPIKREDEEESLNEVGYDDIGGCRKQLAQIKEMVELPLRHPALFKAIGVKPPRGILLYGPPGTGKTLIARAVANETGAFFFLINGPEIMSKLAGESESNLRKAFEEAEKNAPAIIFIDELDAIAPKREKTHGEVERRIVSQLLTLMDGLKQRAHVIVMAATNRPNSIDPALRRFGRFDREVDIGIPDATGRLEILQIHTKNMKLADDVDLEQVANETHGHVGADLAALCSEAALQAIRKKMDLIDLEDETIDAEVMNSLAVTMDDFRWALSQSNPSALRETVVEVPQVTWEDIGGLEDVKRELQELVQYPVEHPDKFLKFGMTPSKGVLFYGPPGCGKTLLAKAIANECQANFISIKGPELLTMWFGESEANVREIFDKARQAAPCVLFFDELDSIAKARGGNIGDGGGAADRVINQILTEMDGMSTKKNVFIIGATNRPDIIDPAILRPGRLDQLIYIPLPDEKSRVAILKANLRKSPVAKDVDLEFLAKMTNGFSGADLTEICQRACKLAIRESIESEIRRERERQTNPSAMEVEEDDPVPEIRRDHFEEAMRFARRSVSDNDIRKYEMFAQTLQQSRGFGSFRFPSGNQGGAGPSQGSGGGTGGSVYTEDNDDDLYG
# PPC-1+TRAIL kill: PPC-1 cancer cell killing with TRAIL present | PPC-1 cells + TRAIL, ATPLite viability luminescence | cell killing (% activity), % at 4 µM | actives 0.41% (n = 220,000);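 active means cell killing above 50% in the first pass at 4 µM, then a duplicate retest at 5 µM averaging 50% or more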;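 further: plate controls were cells with TRAIL plus DMSO for no effect and medium-only wells lacking cells for full effect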
# p47phox inh: p47phox (human) inhibition; P14598; p47phox/p22phox peptide binding, fluorescence polarization, 2 h; inhibition, % at 24.7 µM; actives 0.53% (n = 220,000); AID 1274;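 active means inhibition above about 30%, limit read from the data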;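 further: 0% = p47phox with labelled peptide and 100% = labelled peptide alone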
# Furin inhibitor: blocks human furin protease activity; AID 463115; P09958; purified furin, fluorogenic substrate cleavage; inhibition, % at 30 µM; actives 0.061% (n = 220,000); in the data active means inhibition above about 25%; further: inactives centre near -15
# The depositor's hits bear a star; . = no result given; [ ] = remark or other dose. A portion of the library (hit frequency here may not be typical).
SMILES,RBBP9 inhibitor,TbHK1 inh,Ba/F3 V617F tox,EP2 antag,BaF3 tox,p97 inhibitor,PPC-1+TRAIL kill,p47phox inh,Furin inhibitor
Cc1cccc(NC(=O)CSc2nnc(Cn3cnc4ccccc43)o2)c1,-9.2,-1.9,-1.3,8.6,1.1,-1.4,3.9,-6.3,-18.9[20 µM]
Cn1cc(Cl)c(C(=O)NC2CCCC2)n1,1.2,-0.9,-0.5,7.0,2.8,3.1,6.3,-10.8,-25.8
CCOC(=O)c1ccc(NC(=O)CCc2nc(-c3ccccc3Cl)no2)cc1,-4.2,1.3,2.6,10.1,4.7,1.1,10.8,-13.2,-14.2
O=C(Nc1ccccc1)c1ccccc1OCc1cccc([N+](=O)[O-])c1,2.9,30.8,-3.6,6.8,2.9,7.3,12.6,-0.3,-14.3
CSc1nnc(C)c(/C=C/NOCc2ccc(Cl)cc2)n1,4.3,-5.1,1.3,17.3,10.2,0.6,14.5,-2.7,-5.5
O=C(Nc1ccccc1N1CCN(C(=O)c2ccc(Cl)cc2)CC1)c1ccc2c(c1)OCO2,-10.1,-5.5,-1.8,3.5,2.6,2.0,-17.7,-22.1,-26.6[20 µM]
CC(C)n1c(N2CCN(C(=O)Nc3ccccc3)CC2)nc2ccccc21,-2.9,-1.0,-2.5,8.3,4.4,5.2,9.9,-4.8,1.1[20 µM]
COc1cc(NC(=O)C2CCN(S(=O)(=O)c3ccc(Cl)cc3)CC2)ccc1-n1cnnn1,-0.8,0.5,6.8,14.0,3.4,11.1,3.5,-10.7,-23.7
CN1CCN(Cc2cc(=O)oc3ccc(Cl)cc23)CC1,-3.4,-6.7,1.7,12.3,7.5,-0.7,-1.3,-3.8,-19.5
CC(=O)c1c(C(C)=O)c(C)n(CCCCn2c(C)c(C(C)=O)c(C(C)=O)c2C)c1C,5.7,-0.4,4.2,.,4.2,-4.9,.,.,-10.0[20 µM]
COc1ccc(-n2nc(C(C)=O)c(=O)[nH]c2=O)cc1,-6.5,-8.9,2.7,10.1,8.6,3.7,8.9,-5.5,-14.0
O=C(COC(=O)c1cccnc1Nc1cccc(C(F)(F)F)c1)NCc1ccc2c(c1)OCO2,9.9,-0.2,-3.1,5.5,2.9,0.0,16.3,-3.1,-16.6[20 µM]
CC1CC(C)CN(C(=O)C(NS(=O)(=O)c2ccc(Br)s2)c2ccccc2)C1 (stereo unspecified),-3.0,26.3,-4.3,6.2,-0.1,-0.6,19.4,-0.9,-1.8
O=C(Nc1ccn(Cc2ccccc2F)n1)c1ccc(COc2cc(Cl)ccc2Cl)o1,-15.9,5.0,0.2,4.3,1.7,-1.1,8.3,-21.5,-13.7[20 µM]
Cc1cccc2c1OCC/C2=N\NC(=O)COc1ccccc1,-10.4,-2.0,2.0,4.7,5.2,-2.0,10.6,-11.1,-1.1[20 µM]
CCc1cc[n+](/C(C(=S)Nc2cccc(C)c2)=C(/[O-])c2ccc(C)c([N+](=O)[O-])c2)cc1,-4.2,-16.3,-0.9,-0.1,8.0,-0.5,8.5,-17.2,-11.2
CCOC(=O)C1CCCN(C(=O)CN2CCN(Cc3ccc(Cl)cc3)C2=O)C1 (stereo unspecified),-1.9,-6.5,1.1,12.8,5.6,-0.6,-7.8,-13.9,-12.3[20 µM]
C=CCNC(=O)C1CCN(c2ccc(S(=O)(=O)N3CCOCC3)cc2[N+](=O)[O-])CC1,-8.2,2.7,1.7,6.0,7.4,-0.4,10.6,-1.5,-0.6
CCc1c(C)nc(SCC(N)=O)c(C#N)c1C,1.2,-6.1,2.8,21.1,3.8,-1.0,8.9,-5.4,-10.5[20 µM]
Cc1ccc(S(=O)(=O)N(C)CC(=O)OCC(=O)NC(=O)NC(C)C)cc1,-0.9,-3.7,-4.3,12.5,-6.3,5.4,4.9,-5.0,6.7
O=C(O)c1ccc(N/N=C/c2ccc(C(F)(F)F)cc2)cc1,-4.1,-22.3,0.5,8.2,1.9,2.4,13.9,-4.5,-6.9
COc1ccc(/C=C/C(=O)NCC(=O)N2CCC(N(C)CCN3CCOCC3)CC2)cc1OC,-1.7,-9.9,2.3,8.2,6.8,-1.1,1.9,-6.9,-19.5
O=C(c1cccnc1)N1CCN(Cc2cccc(F)c2)CC1,1.6,-13.7,2.6,.,6.6,0.2,10.2,-14.3,-16.9[20 µM]
Cc1ccc(Nc2nc(N3CCOCC3)c3ccccc3n2)cc1,1.7,-4.3,-1.8,18.1,6.2,1.2,-2.4,-12.9,-2.8
CC1=CC(C/C(C)=C/COc2ccc3ccc(=O)oc3c2)OC1=O (stereo unspecified),.,-26.5,.,19.6,.,.,7.7,6.1,-64.9
CCOc1ccccc1Nc1cc(C)nc2nnnn12,-4.6,-0.4,-2.5,9.0,6.8,2.9,-13.7,-0.3,-12.5
Cc1ccc(C)c(OCC(=O)O/N=C(\N)c2cccnc2)c1,7.3,-3.6,-9.0,4.7,0.9,6.3,6.5,-9.4,-7.0
Cc1noc2ncc(C(=O)c3cc(F)ccc3O)cc12,-8.4,-3.8,0.5,11.8,2.4,3.3,16.6,-7.4,-2.8[20 µM]
Cc1ccc(N(C(C)C(=O)Nc2ccc(S(=O)(=O)N3CCOCC3)cc2)S(C)(=O)=O)cc1C (stereo unspecified),-11.9,-2.6,1.5,15.2,3.5,8.0,28.9,-4.4,-11.0[20 µM]
O=C(CNC(=O)c1ccco1)Nc1ccc(F)cc1,0.4,-3.9,-0.5,9.9,3.3,1.5,-18.3,0.7,-31.3
CCOC(=O)c1c(C2CC2)csc1NC(=O)CSCc1c(C)noc1C,-9.5,4.1,-1.4,10.0,-3.8,2.8,-12.0,1.0,-17.4
CC[C@H](C)[C@H](NC(=O)[C@H](Cc1ccc(O)cc1)NC(=O)[C@@H](N)C(C)C)C(=O)N[C@@H](Cc1cnc[nH]1)C(=O)N1CCC[C@H]1C(=O)N[C@@H](Cc1ccccc1)C(=O)O,7.3,-2.2,-3.7,14.4,-0.9,2.9,20.1,6.2,-14.6
CCN(CC)CCNC(=O)c1cn(-c2ccccc2)nc1-c1cccs1,-1.4,5.6,-1.6,.,6.1,-0.3,3.5,-16.6,-17.9[20 µM]
CN(C(=O)c1cccc(C#N)c1)c1nnc(C2CCCO2)s1 (stereo unspecified),7.6,1.7,0.5,12.7,5.0,1.8,7.0,-5.2,-21.7
CCn1nc(C)cc1C(=O)N1CCCC(CCC(=O)NCc2ccccc2F)C1 (stereo unspecified),-11.6,-14.9,1.4,5.2,0.9,0.4,4.1,10.2,-15.7
COC(=O)c1ccc(NC(=O)CSc2nnc(-c3ccccc3)n2C)cc1,-9.8,2.9,-3.8,8.2,3.5,3.3,10.6,2.0,-21.7[20 µM]

# Continued; it opens with the two that closed the last part.
SMILES,RBBP9 inhibitor,TbHK1 inh,Ba/F3 V617F tox,EP2 antag,BaF3 tox,p97 inhibitor,PPC-1+TRAIL kill,p47phox inh,Furin inhibitor
CCn1nc(C)cc1C(=O)N1CCCC(CCC(=O)NCc2ccccc2F)C1 (stereo unspecified),-11.6,-14.9,1.4,5.2,0.9,0.4,4.1,10.2,-15.7
COC(=O)c1ccc(NC(=O)CSc2nnc(-c3ccccc3)n2C)cc1,-9.8,2.9,-3.8,8.2,3.5,3.3,10.6,2.0,-21.7[20 µM]
Cc1ccc2c(CC(=O)Nc3nc(C)cs3)coc2c1,-16.3,-4.2,-0.4,4.8,2.8,-7.2,-1.7,-12.1,-8.0
COC(=O)CC1C(=O)NCCN1C(=S)NC(=O)c1sc2ccccc2c1Cl (stereo unspecified),-4.1,-5.4,-3.6,4.3,-4.4,6.7,14.6,-0.1,-14.7
COc1ccc(C(=O)N(CN2CCCC2=O)c2cc(C)on2)cc1OC,-2.7,-1.1,-1.5,11.8,0.5,1.5,8.5,-13.2,-21.3
Cc1ccc(N(CC(=O)N/N=C/c2ccc(OCC(N)=O)cc2)S(C)(=O)=O)cc1Cl,-2.7,0.7,-0.7,0.3,-3.1,1.6,-0.5,-6.0,-23.7
Cc1ccc(CNC(=O)c2cnccn2)cc1,-5.5,-0.3,-1.0,3.4,0.2,1.8,21.7,-8.0,-15.8
CC1=C(C(=O)OCCOc2ccccc2)C(c2ccc(C)o2)C2=C(CC(C)(C)CC2=O)N1 (stereo unspecified),-10.2,4.7,4.8,-1.2,5.1,-3.6,8.0,-0.2,-11.7
O=C(N/N=C\c1cccc(Cl)c1)c1n[nH]c2c1CCCC2,3.0,-0.1,1.4,9.3,7.3,0.6,27.0,-6.8,-10.8
Cc1noc(C)c1S(=O)(=O)N1CCC(C(=O)Nc2ccc(OC(F)(F)F)cc2)CC1,-1.4,-4.4,1.3,17.1,8.0,-4.2,3.0,-4.2,-8.9[20 µM]
CC(=O)c1ccc(N=Nc2ccc(C)cc2)cc1,-9.1,-18.5,1.2,1.9,1.4,1.4,44.3,-5.8,-9.9
CCn1c(/C=C/c2c(C)n(CC)c3ccccc23)nc2ccccc2c1=O,-8.4,-8.1,2.3,-1.4,4.7,-3.8,15.4,-11.3,10.4
CNCCC1Sc2ccccc2Oc2ccccc21 (stereo unspecified),5.4,2.4,1.4,3.7,10.7,4.0,9.1,-4.2,-36.6
Cc1ccc(NC(=O)C2(N(CC(C)C)C(=O)Cn3nnnc3N)CCCCC2)cc1,-11.9,0.8,1.1,1.6,3.7,-4.1,-9.4,6.1,-9.1

# Looked up above:
# `Cc1noc2ncc(C(=O)c3cc(F)ccc3O)cc12` in p47phox inh reads -7.4
# `O=C(COC(=O)c1cccnc1Nc1cccc(C(F)(F)F)c1)NCc1ccc2c(c1)OCO2` in Furin inhibitor reads -16.6[20 µM]

# (next part)
SMILES,RBBP9 inhibitor,TbHK1 inh,Ba/F3 V617F tox,EP2 antag,BaF3 tox,p97 inhibitor,PPC-1+TRAIL kill,p47phox inh,Furin inhibitor
CCCCCn1c(CN2CC(C)OC(C)C2)nc2c1c(=O)n(C)c(=O)n2C (stereo unspecified),-8.9,-1.0,-1.5,8.2,4.2,-1.2,31.1,.,-26.2
COc1ccc(-n2c(Cn3c(=O)sc4ccccc43)nnc2SC)cc1,-3.0,1.9,-0.7,6.2,5.9,1.4,-5.6,-4.0,-30.4
Cc1cc(NCC(C)C)n2ncnc2n1,-3.6,-1.2,0.9,9.2,4.8,6.4,16.1,5.2,-22.4[20 µM]
CCCCc1ccc(NC(=S)NCc2cccnc2)cc1,-0.4,2.6,1.2,10.0,8.2,2.1,27.0,-6.7,-19.7
COC(=O)c1ccc(CSc2nnc(-c3ccncc3)n2Cc2ccccc2)o1,-5.3,2.2,-1.7,15.6,4.1,4.4,-0.8,-8.0,-22.9
CCn1c(SCC(=O)Nc2cc(F)ccc2C)nnc1-c1ccccc1O,-6.4,5.3,-6.9,-0.2,1.8,3.0,2.4,11.0,32.2*[20 µM]
CCOc1ccc(NC(=O)C(c2ccccn2)N(C(=O)CCl)c2ccc(F)cc2)cc1 (stereo unspecified),-7.0,3.2,-1.3,2.6,6.4,3.5,13.1,6.3,-15.2
COc1cccc(CC2(CO)CCCN(Cc3cc(F)ccc3-n3cccn3)C2)c1 (stereo unspecified),-5.3,-1.5,-0.3,3.7,6.0,-0.2,2.8,-16.4,-20.4
CCOCCc1nnc(NC(=O)C(C)Oc2ccccc2)s1 (stereo unspecified),6.2,0.6,-0.3,5.8,1.0,1.4,-1.7,-1.7,-30.7
COc1ccccc1CC(=O)N1CCCC1,-8.6,2.5,-3.3,5.8,2.3,3.3,9.8,-20.8,-22.7[20 µM]
COC(=O)c1ccc(S(=O)(=O)NCc2ccc(S(N)(=O)=O)cc2)o1,-11.9,-3.9,0.0,5.7,3.0,0.2,-15.5,-16.0,-7.3
